From PubChem BioAssay
EPAC1 antag – antagonists of human EPAC1; Potency, µM (doses to about 115 µM), for inactives: at the highest dose activity change, negative = inhibition, most hits filed as inhibitors; O95398; actives 0.14% (n = 360,000); EPAC1 GEF assay, Rap1b-BODIPY-GDP exchange fluorescence;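 also: potency is read from the fitted curve at half-maximal effect; plate controls were vehicle for no effect and positive control for full effect; nearly all actives have a fitted effect of over 50% in size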
PI5P4K alpha inh – inhibitors of human PI5P4K alpha; P48426; max response, %; PI5P4Kalpha enzyme, ADP-Glo luminescence, 60 min; hits give low values; actives 1.2% (n = 330,000); active = max response of -50% or lower; inconclusive = between -30% and -50%; inactive = -30% or higher; also: value at the top dose of about 77 µM; % is scaled to controls: 0 for no effect and ±100 for the full control effect
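qHTS, 1536-well: enzyme/substrate mix, compound by pin tool, 5 microM ATP final; RT 60 min; ADP-Glo reagents 1 (45 min) then 2 (30 min); luminescence.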
CCT chaperon mod – changes cytosolic chaperonin activity | actives 0.3% (n = 360,000) | purified chaperonin ATPase assay, HTRF ADP detection, 30 min | activity change, % (test concentration not listed), hits read low; in the data active = activity change below about -30%; also: % is scaled to controls: 0 for no effect and ±100 for the full control effect
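We incubate TRiC, 40 or 20 nM final, with library compounds at 76 uM and 10 uM ATP for 30 min at 37 °C. ADP formed is detected with Transcreener HTRF reagents after 30 min at room temperature.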
EPAC1 ag – activates human EPAC1 exchange factor | actives 0.073% (n = 360,000) | O95398 | Potency, µM (highest dose often 154 µM), without a hit: at the top dose activation, actives largely listed as activators | EPAC1 agonist qHTS, biochemical assay; response scale: 100% = response to 6.5 mM cAMP | AID 720707; also: potency is read from the fitted curve at half-maximal effect; nearly all actives have a fitted effect of over 60% in size
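Nucleotide exchange assay: 100 nM EPAC1 with 250 nM Rap1B loaded with BODIPY-GDP and 50 uM GDP, room temperature. Fluorescence (480/540 nm) read every 5 min for 30 min; signal change normalized to 6.5 mM cAMP as full agonist.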
MmCpn inh – M. maripaludis TRiC chaperonin inhibition; purified Mm-Cpn ATPase, ADP Transcreener TR-FRET; Potency, µM (top dose mostly 76.9 µM), for the others: at the top dose activity, negative = inhibition, most hits filed as inhibitors; actives 0.031% (n = 330,000); AID 504842; also: potency is read from the fitted curve at half-maximal effect; % is scaled to controls: 0 for no effect and ±100 for the full control effect; nearly all actives have a fitted effect of over 80% in size
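25 nM Mm-CPN + cpd, 10 min 37°C; + 10 uM ATP, 30 min 37°C; buffer 30 mM Tris pH 7.4, 100 mM KCl, 5 mM MgCl2, 1 mM DTT; Transcreener ADP HTRF detection 30 min RT.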
EPAC2 antag – EPAC2 (human) antagonism; Q8WZA2; EPAC2 GEF exchange of Rap1B-BODIPY-GDP, fluorescence; Potency, µM (highest dose often 114 µM), for the others: at the top dose activity, negative = inhibition, most hits filed as inhibitors; actives 0.18% (n = 360,000); also: potency is read from the fitted curve at half-maximal effect; % is scaled to controls: 0 for no effect and ±100 for the full control effect; nearly all actives have a fitted effect of over 45% in size; many of its hits are not listed in these tables
Target sequence (Q8WZA2 whole entry, looked up): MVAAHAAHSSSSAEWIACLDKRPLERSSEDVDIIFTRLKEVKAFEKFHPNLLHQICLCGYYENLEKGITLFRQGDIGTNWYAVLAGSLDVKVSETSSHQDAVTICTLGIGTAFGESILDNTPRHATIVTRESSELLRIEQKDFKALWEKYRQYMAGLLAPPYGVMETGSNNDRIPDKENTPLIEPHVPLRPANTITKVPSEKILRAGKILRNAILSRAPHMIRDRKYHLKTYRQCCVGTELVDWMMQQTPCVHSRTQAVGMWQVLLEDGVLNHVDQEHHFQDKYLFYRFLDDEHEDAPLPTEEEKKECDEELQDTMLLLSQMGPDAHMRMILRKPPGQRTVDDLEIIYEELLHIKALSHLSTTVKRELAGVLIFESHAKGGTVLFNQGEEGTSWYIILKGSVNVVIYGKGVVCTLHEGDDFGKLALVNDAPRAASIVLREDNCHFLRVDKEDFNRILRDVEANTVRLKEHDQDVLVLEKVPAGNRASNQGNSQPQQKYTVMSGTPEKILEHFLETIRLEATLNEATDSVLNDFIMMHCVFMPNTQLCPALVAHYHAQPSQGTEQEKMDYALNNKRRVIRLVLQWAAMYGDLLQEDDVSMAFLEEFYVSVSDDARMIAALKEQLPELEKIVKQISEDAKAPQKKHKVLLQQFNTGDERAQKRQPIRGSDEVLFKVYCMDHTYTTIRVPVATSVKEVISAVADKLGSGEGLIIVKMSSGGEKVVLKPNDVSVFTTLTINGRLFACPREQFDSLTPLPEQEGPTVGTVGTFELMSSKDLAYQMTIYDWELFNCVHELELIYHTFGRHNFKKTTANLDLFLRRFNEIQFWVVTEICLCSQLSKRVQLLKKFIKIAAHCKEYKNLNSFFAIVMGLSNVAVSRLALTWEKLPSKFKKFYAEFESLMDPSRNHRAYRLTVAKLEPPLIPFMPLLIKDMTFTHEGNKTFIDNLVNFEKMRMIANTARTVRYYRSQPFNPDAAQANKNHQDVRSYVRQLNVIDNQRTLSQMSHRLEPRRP
WRN inhibitor – blocks human WRN helicase; WRN helicase unwinding, fluorescent forked duplex, kinetic; Potency, µM (highest dose often 114 µM), inactives show at the top dose activity change, negative = inhibition, hits mostly inhibitors; actives 0.46% (n = 360,000); also: potency is read from the fitted curve at half-maximal effect; % is scaled to controls: 0 for no effect and ±100 for the full control effect; nearly all actives have a fitted effect of over 55% in size
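Screening of the MLSMR collection measured strand separation of a quenched forked DNA duplex (100 nM) by 20 nM WRN with 2 mM ATP, all final. Compounds were preincubated with enzyme 15 min at room temperature.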
PLK1 PBD inh – blocks phosphopeptide binding to human PLK1 polo-box domain. Plk1 PBD binding of FITC phosphopeptide, fluorescence polarization. Potency, µM, inactives show max response, negative = inhibition, hits mostly inhibitors. actives 2.8% (n = 360,000); also: potency is read from the fitted curve at half-maximal effect; series mostly up to about 57 µM; % is scaled to controls: 0 for no effect and ±100 for the full control effect; nearly all actives have a fitted effect of over 65% in size
* = called active by the depositor; ? = inconclusive; / = not tested or not shown; [ ] = remark or other dose. Unless noted, calls follow the shape of the dose curve; as a rule, active = well fitted curve in the direction sought with a large enough effect; inconclusive = small, poorly fitted or top-dose-only effect, or another doubt; inactive = no such curve, though single readings can be large; an effect the other way counts as inactive or inconclusive. An excerpt, so the mix of outcomes need not match the whole.

1	COc1ccccc1C(=O)NC(=O)COC(=O)/C(=C/c1ccccc1)NC(C)=O
2	CCOC(=O)Cn1c(=NC(=O)C(C)(C)C)sc2cc([N+](=O)[O-])ccc21
3	Fc1cccc(Cc2c(-c3cccc(Cl)c3)nc3ccc(Br)cn23)c1
4	CC1=Nn2c(nnc2-c2cccs2)SC1
5	CCOc1ccc2c(c1)-c1c(ssc1=S)C(C)(C)N2C(=O)CSC1=NCCS1
6	CC(=O)N(C)C[C@H]1Oc2cc(Br)ccc2S(=O)(=O)N([C@H](C)CO)C[C@@H]1C
screen / no.,1,2,3,4,5,6
EPAC1 antag,1%,0%,-10%,12%,13%,-16%
PI5P4K alpha inh,2,2,-14,7,1,-8
CCT chaperon mod,-2.2,0.7,0.5,-5.1,1.1,1.0
EPAC1 ag,-9%,-19%,-9%,2%,-1%,0%
MmCpn inh,-1%,2%,/,4%,-1%,/
EPAC2 antag,10%,10%,-21%,15%,-6%,8%
WRN inhibitor,-24%,-1%,-8%,-2%,-31%[57.1 µM],4%
PLK1 PBD inh,-11%,3%,?,-3%,-6%,-6%

7	CCCOc1ccc(C(=O)CCNC(Cc2c[nH]c3ccccc23)C(=O)O)cc1 (configuration not stated)
8	N=c1c(C(=O)NCCc2ccccc2)cc2c(=O)n3ccccc3nc2n1CCCN1CCOCC1
9	CCOC(=O)c1c(C)nn(-c2ccc(NC(=O)/C=C/C(=O)O)cc2)c1C
10	CCCN(CC(=O)Nc1ccc(Cl)cc1Cl)Cc1cc(=O)n2ccsc2n1
11	Cc1cc(C)nc(NN=CC2=C(N3CCOCC3)/C(=C/c3ccc(Cl)cc3)CC2)n1
12	Cc1ncc(N=Nc2ccccc2)c(-c2ccccc2)n1
screen / no.,7,8,9,10,11,12
EPAC1 antag,-4%,-1%,3%,-10%,-10%,-3%
PI5P4K alpha inh,-6,1,-21,-2,-21,4
CCT chaperon mod,2.5,-0.2,0.0,-0.7,-2.4,0.2
EPAC1 ag,-6%,2%,-6%,-4%,-3%,20%
MmCpn inh,-1%,-4%,2%,1%,/,1%
EPAC2 antag,-16%,-7%,-1%,-29%,-15%,0%
WRN inhibitor,-18%,8%,-1%,-7%,-10%,9%
PLK1 PBD inh,5.3µM*,-5%,3%,-2%,-3%,-8%

13	COc1c(Cl)cc(Br)c(OC)c1C(=O)NC(=O)Nc1nc(C)cc(C)n1
14	COc1ccccc1NC(=O)N1CCCC1C(=O)Nc1ccc(NC(C)=O)cc1 (configuration not stated)
15	CC(C)(C)c1ccc(CC(=O)N2CCC2(C)C(=O)NCc2cccc3ccccc23)cc1 (configuration not stated)
16	O=C(Oc1cccc(/C=N/NC(=O)c2ccccn2)c1)c1ccc([N+](=O)[O-])cc1
17	CC(=O)c1cccc(NC(=O)CCOc2ccccc2)c1
18	COc1ccc(-c2nn(-c3ccccc3)cc2/C=N/Nc2ccc(S(N)(=O)=O)cc2[N+](=O)[O-])cc1OC
screen / no.,13,14,15,16,17,18
EPAC1 antag,2%,-1%,-17%,4%,5%,-13%
PI5P4K alpha inh,0,2,36,-7,5,-19
CCT chaperon mod,1.0,1.1,-0.7,2.5,1.1,3.1
EPAC1 ag,0%,-1%,-17%,-10%,-6%,7%
MmCpn inh,2%,-1%,/,-3%,3%,-1%
EPAC2 antag,3%,-1%,-18%,10%,14%,?
WRN inhibitor,5%,1%,-5%,-2%,-14%[57.1 µM],-15%
PLK1 PBD inh,3%,-6%,-11%,0%,-4%,-1%

19	COc1ccc(S(=O)(=O)N(n2c(C)nnc2-n2nc(C)cc2C)S(=O)(=O)c2ccc(OC)cc2)cc1
20	CSCC[C@H](NC(=O)OC(C)(C)C)c1nnc(SCc2cccc(F)c2)o1
21	CC(=O)C1C(=O)C=C(c2cccs2)CC1c1ccccc1 (configuration not stated)
22	CCOC(=O)c1ccc(NC(=O)c2cc3ccccc3o2)cc1
23	c1ccc2cc(CCCc3cc4ccccc4cn3)ncc2c1
24	Cc1nn(C)c(Oc2cccc(C(F)(F)F)c2)c1C#N
screen / no.,19,20,21,22,23,24
EPAC1 antag,1%,-10%,-9%,-21%,-11%,-6%
PI5P4K alpha inh,-9,2,2,16,5,-5
CCT chaperon mod,-3.4,0.3,-1.1,-0.6,0.3,-6.7
EPAC1 ag,7%,9%,16%,0%,3%,-11%
MmCpn inh,-3%,-2%,-3%,-2%,1%,1%
EPAC2 antag,-3%,-3%,?,3%,-14%,3%
WRN inhibitor,-2%,-8%,-2%,4%,6%,3%
PLK1 PBD inh,5%,-9%,-4%,-2%,-6%,0%

25	C=C1CSc2nc3ccccc3c(=O)n21
26	CCOC(=O)C1=C(O)C(=O)N(Cc2ccccc2)C1
27	O=C(Cn1ccc([N+](=O)[O-])n1)NCc1ccco1
28	N#CCCN1CCN(S(=O)(=O)c2ccc(S(=O)(=O)NCc3ccccc3)cc2)CC1
29	Cc1ccc(S(=O)(=O)N2CCN(C(=O)c3ccccc3OCc3c(C)noc3C)CC2)cc1
30	Cc1ccc(-n2nc3c(=O)n(CCCC(=O)NCc4ccc(C)o4)nc(C)c3c2C)cc1
screen / no.,25,26,27,28,29,30
EPAC1 antag,0%,2%,14%,-1%,5%,-14%
PI5P4K alpha inh,0,0,/,-3,2,1
CCT chaperon mod,0.2,-1.6,3.0,-3.3,-1.5,0.2
EPAC1 ag,7%,0%,8%,4%,-4%,0%
MmCpn inh,/,1%,0%,-1%,-1%,-4%
EPAC2 antag,7%,8%,10%,12%,-5%,4%
WRN inhibitor,-19%,1%,-6%,-1%,-2%,-5%
PLK1 PBD inh,-4%,3%,-7%,3%,-6%,-14%

31	C=CCn1c(SCC(=O)Nc2sccc2C(N)=O)nc2sc(C)c(C)c2c1=O
32	Cc1ccc(S(=O)(=O)/N=C(/c2ccc(F)cc2)N2CCOCC2)cc1
33	CC(C)NOC(=O)c1ccc(Cl)cc1
34	O=C(/C=C/c1ccccc1)Oc1ccccc1C(=S)N1CCOCC1
35	O=C(NNC(=S)Nc1ccc(Br)cc1)c1ccc(N2CCOCC2)c([N+](=O)[O-])c1
36	CCOC(=O)c1ccc(NC(=O)c2nc[nH]c2C(=O)NC2CCN(C(=O)OC(C)(C)C)CC2)cc1
screen / no.,31,32,33,34,35,36
EPAC1 antag,6%,2%,-8%,-5%,-6%,9%
PI5P4K alpha inh,/,24,-11,-5,-6,4
CCT chaperon mod,1.4,-4.5,-3.9,1.1,2.6,-17
EPAC1 ag,10%,-1%,11%,8%,-4%,8%
MmCpn inh,0%,0%,2%,4%,1%,0%
EPAC2 antag,17%,12%,-9%,-15%,-9%,14%
WRN inhibitor,-23%,-30%,0%,-3%,-11%,0%
PLK1 PBD inh,-5%,-3%,30µM*,-19%,?,-6%

37	Cc1cc(C(=O)N(CCC#N)Cc2cccs2)no1
38	Cc1ccc(O)c(-c2cc(C(=O)Nc3cccnc3)[nH]n2)c1
39	Cc1cc(C)c(NC(=O)C2CCN(C(=O)c3ccco3)CC2)c(C)c1
40	CC(C)CC(=O)N1CCC(O)(CS(=O)(=O)c2ccc(Cl)c(Cl)c2)CC1
41	Cc1ccc(-c2cnc3c(c2)C(=O)N([C@H](C)CO)C[C@@H](C)[C@@H](CN(C)C(=O)Cc2ccccc2)O3)cc1
42	O=C(c1ccc(-c2ccccc2)cc1)N1CCN(c2ccccc2)CC1
screen / no.,37,38,39,40,41,42
EPAC1 antag,-16%,-6%,4%,3%,-6%,-8%
PI5P4K alpha inh,8,4,3,8,0,0
CCT chaperon mod,0.9,-0.4,-4.4,-1.8,0.0,-0.5
EPAC1 ag,9%,-2%,8%,7%,-8%,13%
MmCpn inh,0%,3%,0%,3%,/,-1%
EPAC2 antag,2%,3%,-10%,5%,-1%,-7%
WRN inhibitor,-35%,-17%,-2%,-6%,2%,-1%
PLK1 PBD inh,-6%,4%,0%,-8%,-29%,1%

43	CCc1ccccc1NC(=O)CNC(=O)c1cc(C2CC2)nn1-c1ccccc1
44	Cc1ccc(N2CC(C(=O)NC3CC3)CC2=O)cc1Cl (configuration not stated)
45	O=C(NCCc1ccccc1)NC(Cc1ccccc1)C(=O)O (configuration not stated)
46	Cc1nnc(SCC(=O)c2ccc(Br)cc2)s1
47	O=Nc1c(O)cc(O)c2ccccc12
48	Cc1ccc(CC2CC(=O)N(c3cc(C)on3)C2=O)cc1 (configuration not stated)
screen / no.,43,44,45,46,47,48
EPAC1 antag,-1%,-2%,8%,-17%,2%,-17%
PI5P4K alpha inh,0,0,4,0,-16,0
CCT chaperon mod,0.8,1.3,1.0,-0.2,-0.7,-1.6
EPAC1 ag,-3%,6%,13%,8%,2%,-10%
MmCpn inh,-1%,3%,0%,-6%,/,-1%
EPAC2 antag,11%,5%,-11%,-12%,9%,4%
WRN inhibitor,-2%,4%,3%[57.1 µM],-5%,0%,-2%
PLK1 PBD inh,-11%,-7%,-1%,-5%,-5%,0%

Molecules from the list above containing an aryl thioether with sulfur outside any ring:
20	CSCC[C@H](NC(=O)OC(C)(C)C)c1nnc(SCc2cccc(F)c2)o1
31	C=CCn1c(SCC(=O)Nc2sccc2C(N)=O)nc2sc(C)c(C)c2c1=O
46	Cc1nnc(SCC(=O)c2ccc(Br)cc2)s1
screen / no.,20,31,46
EPAC1 antag,-10%,6%,-17%
PI5P4K alpha inh,2,/,0
CCT chaperon mod,0.3,1.4,-0.2
EPAC1 ag,9%,10%,8%
MmCpn inh,-2%,0%,-6%
EPAC2 antag,-3%,17%,-12%
WRN inhibitor,-8%,-23%,-5%
PLK1 PBD inh,-9%,-5%,-5%

Further entries follow:
49	COc1ccc2ccccc2c1/C=N/NC(=O)c1ccccc1F
50	O=C(O)c1cccc2c1C(=O)c1ccc(N3CCCC3)cc1S2(=O)=O
51	CC(C)c1nc2cc(C(=O)N(C)C3CCOCC3)ccc2o1
52	O=[N+]([O-])c1ccc2[nH]c(O)c(N=NC3CCS(=O)(=O)C3)c2c1 (configuration not stated)
53	Oc1c(Cl)cc(Cl)cc1/C=N/c1ncn[nH]1
54	Cc1ccc2nc(NC(=O)C3CCCN(S(=O)(=O)c4cccnc4)C3)sc2c1 (configuration not stated)
55	CC(C)OCCCNC(=O)c1ccncc1
screen / no.,49,50,51,52,53,54,55
EPAC1 antag,-10%,11%,11%,-8%,1%,-27%,-3%
PI5P4K alpha inh,-3,2,-8,0,-9,4,/
CCT chaperon mod,-7.5,-3.5,1.9,1.4,0.6,-0.1,-0.4
EPAC1 ag,1%,11%,-5%,-6%,3%,6%,-1%
MmCpn inh,3%,-3%,0%,-2%,-1%,1%,0%
EPAC2 antag,-2%,7%,16%,-3%,7%,16%,2%
WRN inhibitor,?,-9%,-1%,-10%,-8%,-5%,4%
PLK1 PBD inh,-8%,-16%,2%,1%,-15%,-4%,2%
